pCIP destab: p/CIP-EGFP fusion destabilizers, primary screen, fluorescence, F442A cells; Q05BA5; 16 h; decrease of EGFP signal, % at 10 µM; 0.01% of 290,000 active;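 active = EGFP signal decrease of at least 30% at 10 µM or well 3 SD below plate mean, unless failing retest; inactive = the rest, including hits failing retest or dose response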; note: some compounds called inactive have numbers as strong as hits; many of its hits are not listed in these tables
Target sequence (Q05BA5 1-1403): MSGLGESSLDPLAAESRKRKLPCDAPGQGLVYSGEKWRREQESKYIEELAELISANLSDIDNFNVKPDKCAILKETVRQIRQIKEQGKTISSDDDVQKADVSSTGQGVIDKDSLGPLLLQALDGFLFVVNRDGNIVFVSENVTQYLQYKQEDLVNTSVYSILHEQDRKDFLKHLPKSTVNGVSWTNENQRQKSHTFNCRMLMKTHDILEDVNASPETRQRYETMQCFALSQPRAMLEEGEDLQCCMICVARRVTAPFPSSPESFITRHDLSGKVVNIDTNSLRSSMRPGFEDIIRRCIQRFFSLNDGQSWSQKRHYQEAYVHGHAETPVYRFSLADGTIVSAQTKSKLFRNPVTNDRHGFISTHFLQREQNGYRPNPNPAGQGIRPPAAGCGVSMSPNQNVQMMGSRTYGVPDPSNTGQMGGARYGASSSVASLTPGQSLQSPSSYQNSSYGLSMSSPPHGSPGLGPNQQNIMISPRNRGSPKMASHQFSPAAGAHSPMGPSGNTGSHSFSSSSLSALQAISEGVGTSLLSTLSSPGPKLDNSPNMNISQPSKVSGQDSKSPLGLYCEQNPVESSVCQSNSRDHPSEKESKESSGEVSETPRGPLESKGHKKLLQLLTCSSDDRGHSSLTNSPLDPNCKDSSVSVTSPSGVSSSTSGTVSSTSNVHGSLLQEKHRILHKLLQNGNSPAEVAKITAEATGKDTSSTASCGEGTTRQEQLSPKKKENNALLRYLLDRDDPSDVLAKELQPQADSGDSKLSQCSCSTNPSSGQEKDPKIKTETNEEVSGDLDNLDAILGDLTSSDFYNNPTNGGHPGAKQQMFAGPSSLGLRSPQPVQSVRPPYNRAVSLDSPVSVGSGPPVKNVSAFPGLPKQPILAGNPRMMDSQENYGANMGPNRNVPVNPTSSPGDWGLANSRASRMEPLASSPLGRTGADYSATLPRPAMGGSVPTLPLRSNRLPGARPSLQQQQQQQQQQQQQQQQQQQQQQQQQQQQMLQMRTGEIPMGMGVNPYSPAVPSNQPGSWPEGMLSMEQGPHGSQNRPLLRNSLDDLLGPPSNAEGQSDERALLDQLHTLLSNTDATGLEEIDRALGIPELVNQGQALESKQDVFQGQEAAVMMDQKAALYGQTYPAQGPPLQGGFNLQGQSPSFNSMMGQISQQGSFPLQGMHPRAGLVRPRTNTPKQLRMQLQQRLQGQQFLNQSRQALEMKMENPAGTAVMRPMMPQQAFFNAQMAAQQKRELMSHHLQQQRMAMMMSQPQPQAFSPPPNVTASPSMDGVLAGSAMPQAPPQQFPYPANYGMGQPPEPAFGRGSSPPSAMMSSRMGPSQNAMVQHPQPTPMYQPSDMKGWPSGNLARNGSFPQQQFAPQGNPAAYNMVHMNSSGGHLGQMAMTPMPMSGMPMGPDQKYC
NALP1 yeast inh: NALP1 inflammasome inhibitors in reconstituted yeast, colorimetric, S. cerevisiae, triplicate retest; S. cerevisiae NALP1/ASC/caspase-1 growth, X-gal OD620, 72 h; inhibition, % at 10 µM; 0.61% of 280,000 active; in the data active = inhibition mostly above about 24%, no sharp cut-off; inactive = mostly below about 32%; note: some compounds called inactive have numbers as strong as hits
VIM-2 inh: VIM-2 metallo-beta-lactamase inhibitors, primary screen, biochemical, epi-absorbance readout, Pseudomonas aeruginosa enzyme. purified VIM-2, nitrocefin hydrolysis, epi-absorbance fluorescence. inhibition, % at 5.6 µM. 0.89% of 290,000 active;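 active = inhibition above the mean of all tested compounds plus 3 SD, cutoff set per screening run, cut at about 7.5% in these data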;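 note: red hydrolysis product quenches plate fluorescence so inhibitors raise well fluorescence; 0% = enzyme with DMSO and 100% = DMSO without enzyme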
GPR7 antag: GPR7 receptor antagonists, primary screen, cell-based, fluorescence, single concentration; GPR7-expressing cells, fluorescence antagonist assay; inhibition, % at 4.4 µM; 1.1% of 290,000 active; AID 1861, 2009; in the data active = inhibition above about 16%, passing the limit was not always enough;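 note: cells stimulated with the agonist NPW; 0% = agonist with vehicle and 100% = vehicle without agonist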
IDE cell activ: human IDE activators in live cells, primary screen, fluorescence polarization, HEK cells, FAbeta-B substrate; 0.073% of 340,000 active; activation, % at 5.96 µM; FAbeta-B cleavage; 0% vehicle, 100% cell-free pure enzyme wells; AID 493087, 2011;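 active = activation above the mean of all tested compounds plus 3 SD, set per screening campaign, cut at about 17% in these data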
PHOSPHO1 block: PubChem AID 1565; Phosphoethanolamine/phosphocholine phosphatase (Homo sapiens), Q8TCT1; inhibition, % at 13.3 µM; recombinant PHOSPHO1, absorbance phosphatase assay; 1.1% of 290,000 active; in the data active = inhibition above about 60%
IDE cell inh: human IDE inhibitors in live cells, primary screen, fluorescence polarization, HEK cells, FAbetaB substrate; Insulin-degrading enzyme (Homo sapiens), P14735; FAbetaB cleavage; inhibition, % at 5.59 µM; 0.41% of 320,000 active; AID 434962, 2010;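 active = percent inhibition above the average of all tested compounds plus 3 SD, set per screening campaign, cut at about 16% in these data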;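 note: IDE supplied by intact live HEK cells; FP after avidin binding of uncleaved biotin substrate so inhibition keeps polarization high; 0% = DMSO wells and 100% = 60 µM reference IDE inhibitor Ii1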
IMP-1 inh: IMP-1 metallo-beta-lactamase inhibitors, primary screen, biochemical, epi-absorbance readout, Pseudomonas aeruginosa enzyme; purified IMP-1, nitrocefin hydrolysis, epi-absorbance fluorescence; 0.45% of 290,000 active; inhibition, % at 5.6 µM;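 active = inhibition above the mean plus 3 SD of all compounds in the same screening run, cut at about 4.5% in these data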;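 note: 0% = IMP-1 with DMSO and 100% = DMSO wells lacking enzyme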
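System: purified IMP-1; amount: IMP-1 0.2 nM before substrate addition; compound: single dose, 5.6 µM; times: 25 °C, 15 min preincubation, 25 min reaction; signal: Epi-absorbance via hydrolysed-nitrocefin quenching of white-plate fluorescence, 480/530 nm, EDTA stop; benchmarks: DMSO with and without IMP-1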
M18AAP inhibitor: PfM18AAP inhibitors, malaria aminopeptidase, primary screen, biochemical, QFRET, recombinant enzyme. H-Glu-NHMec fluorogenic cleavage. inhibition, % at 7.35 µM. 1.2% of 290,000 active. AID 1822, 2009;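 active = inhibition above the campaign mean inhibition over all tested compounds plus 3 SD, cut at about 28% in these data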;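 note: 0% = plate median of test compound wells and 100% = 2 mM ZnCl2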
* = called active by the depositor; nt = no result given.

pCIP destab,NALP1 yeast inh,VIM-2 inh,GPR7 antag,IDE cell activ,PHOSPHO1 block,IDE cell inh,IMP-1 inh,M18AAP inhibitor,Structure
-7,-7,-2.9,-15,-1,nt,7,-4.0,-3,COCCNC(=O)C1CCC(CNS(=O)(=O)c2ccccc2)CC1 (stereo not drawn)
1,-2,-4.2,-3,4,6,4,-1.7,-6,O=C(COC(=O)c1cnccn1)NCCc1ccccc1
2,-4,-1.0,8,1,28,-5,-1.3,-11,CCS(=O)(=O)c1ccc2c(c1)N(S(C)(=O)=O)CC(C(=O)NN)O2 (stereo not drawn)
7,5,-2.0,-7,-1,2,-3,-2.2,-5,CC(C)Cn1c(CN2CCN(c3ccccc3F)CC2)nc2c1c(=O)[nH]c(=O)n2C
-7,3,-1.2,-9,3,-10,10,-3.4,2,CN(C)C(=O)Cn1nc(-c2ccccc2)c2ccccc2c1=O
1,-13,-0.5,-7,-3,9,-3,-2.8,-6,CCOC(=O)c1ccc(S(=O)(=O)NNC(=O)c2ccc3c(c2)nc(C)n3CC)cc1
8,22,1.0,-11,-1,28,-1,-1.2,-8,CC(C)n1c(SCC(=O)N2CCCCC2)nc2c1c(=O)n(C)c(=O)n2C
nt,nt,5.0,-2,nt,nt,-7,4.1,-1,COc1ccc(N=CC2=C(Nc3ccc(OC)cc3)c3c(C)nn(-c4ccccn4)c3CC2)cc1
-9,nt,-1.1,-14,-3,16,-1,-1.2,0,Cc1cc(=O)[nH]c(SCC(=O)Nc2ccc(C)c(S(=O)(=O)N3CCCCC3)c2)n1
-8,-5,-0.3,2,3,32,-1,-0.3,1,COCC(C)NC(C(=O)Nc1cccc(C(C)=O)c1)c1ccccc1 (stereo not drawn)
-2,-16,-0.9,0,7,13,1,-1.4,-11,COc1cc(NC(=O)Cc2ccccc2)cc(OC)c1
13,25,-0.2,-2,10,26,4,-0.7,2,CCCc1nn2c(=O)cc(CSCC(=O)Nc3cccc(OC)c3)nc2s1
-7,25,-2.1,-5,2,34,1,-2.8,-3,Clc1ccc(-c2nc3ccccn3c2CN2CCCCC2)cc1
-1,9,-0.1,-4,2,12,5,-0.5,1,CC(C)n1nc(C(=O)OCC(=O)c2c[nH]c3ccccc23)c2ccccc2c1=O
-10,14,-0.2,-5,4,35,-4,0.0,-9,COc1ccc(NC(=O)CNC(=O)Cc2ccccc2)cc1
-18,18,1.2,2,-14,-1,10,-4.0,-10,Cc1nc(N2CCN(C)CC2)c2c(C)c(C(=O)Nc3ccc(C)c(F)c3)sc2n1
5,14,4.8,-4,0,-23,1,-0.9,8,Cc1cc(C)n2nc(SCc3nnc(-c4ccccc4Br)o3)nc2n1
-3,5,4.0,-7,-7,3,0,-1.1,-5,CC(NC(=O)COc1ccccc1)C(=O)OCC(=O)c1cc2ccccc2o1 (stereo not drawn)
-6,-5,-0.4,0,1,20,7,-1.9,7,CCOC(=O)N1CCN(c2c(N3CCN(c4ccc(F)cc4)CC3)c(=O)c2=O)CC1
-7,-4,-1.2,-11,5,-1,-9,-2.3,4,O=S1(=O)NC(=NCC(c2ccco2)N2CCCCC2)c2ccccc21 (stereo not drawn)
-12,5,-6.4,-8,4,-12,4,-3.5,1,O=C(NCc1ccccc1)Nc1cccn(Cc2ccccc2F)c1=O
5,4,-0.3,0,-2,5,4,-2.8,-2,O=S(=O)(CC(CN1CCCCC1)N1CCCCC1)c1ccccc1 (stereo not drawn)
-1,30,-1.3,-15,2,22,5,1.5,-4,O=C1NN(c2cccc(Br)c2)C(=O)/C1=C\c1ccc(N2CCOCC2)cc1
-1,10,-1.2,-14,5,23,1,-1.7,11,O=c1c(Cl)cc(Cl)nn1-c1ccccc1
0,12,-3.9,-13,nt,4,4,-3.7,3,CCOC(=O)N1c2ccccc2C=CC1OCC (stereo not drawn)
-13,8,-2.0,-2,6,30,4,-3.9,1,Nc1nnc(SCC(=O)N2CCCCC2)s1
6,5,0.1,-2,-1,20,-5,-3.0,-11,COc1ccc(OC)c2[nH]c(=O)c(CCNC(=O)C(=O)c3c[nH]c4ccccc34)cc12
-9,4,-4.2,-3,7,-6,-1,-2.9,4,COc1ccc(S(=O)(=O)N2CCN(C)CC2)cc1Br
-9,12,-0.1,6,-3,-6,0,-1.8,2,CCCN(Cc1cc2ccc(C)cc2[nH]c1=O)C(=O)c1cccnc1
-25,23,-2.9,2,-1,3,2,-2.8,6,O=C(N/N=C/c1sc(=O)n(-c2ccccc2)c1Cl)c1ccncc1
7,-4,-2.5,-23,4,-14,5,-0.6,-2,O=C(c1cccnc1Cl)N1CCOCC1
-16,7,-2.4,30,7,26,-4,-0.8,-5,COc1ccc(C(CC(=O)Nc2cc(C)ccn2)N2Cc3ccccc3C2=O)cc1 (stereo not drawn)
-1,11,0.2,-1,-9,21,2,0.4,-9,COc1ccc(/C=N/NC(=O)c2ccc3c(c2)OCCO3)c(OC)c1
-2,30,-1.3,43*,5,38,-6,-1.2,0,O=C(Nc1ccc(Cl)cc1)c1cc2c(cc1O)[nH]c1ccccc12
-7,0,-6.7,-11,-4,29,1,-3.0,2,CCn1nnnc1SCC(=O)Nc1nc2ccccc2s1
-11,9,-1.2,4,-3,22,-1,-4.1,1,COc1cccc(CNC(=O)Cn2ccc3cc(S(=O)(=O)N4CCCC4)ccc32)c1
-23,-9,-0.5,-7,2,29,-3,-1.6,1,Cc1ccc(NC(=O)C2CC(=O)N(C(C)C)C2)cc1C (stereo not drawn)
-15,-5,-1.2,-12,-3,51,1,-2.6,0,Cc1ccc(/C=N\NC(=O)CC(=O)NCCc2ccccc2)cc1
-8,5,-0.8,-6,1,27,3,-0.8,10,Cc1ccc(S(=O)(=O)Nc2ccccc2C(=O)N2CCCCC2C)c(C)c1NS(C)(=O)=O (stereo not drawn)
-5,2,-1.8,-7,-2,24,1,-4.8,5,Cc1cc(C)c(S(=O)(=O)N2CCN(c3ccccc3)CC2)c(C)c1
6,-2,-3.2,6,5,42,6,-1.1,-2,O=C(CSc1nnc(-c2ccc(Cl)cc2)n1-c1ccccc1)N/N=C/c1ccccc1C(=O)O
-16,2,-1.1,-8,3,28,0,-0.3,-7,CC1CCCC(C)N1C(=O)COC(=O)c1ccc(F)c(S(=O)(=O)N2CCOCC2)c1 (stereo not drawn)
-6,13,-3.3,-17,-1,-1,0,-3.7,-5,CC(=O)OCc1c(F)c(F)c(-n2nc(C)cc2C)c(F)c1F
-35,1,1.8,35*,-1,32,nt,-0.9,-10,Cc1c(Cc2c(Cl)cccc2Cl)c(=O)ccn1C(C)c1ccccc1 (stereo not drawn)
-8,12,-2.3,-6,2,nt,1,-3.4,2,CSCC(=O)N1CCCC(CO)(CCCc2ccccc2)C1 (stereo not drawn)
6,12,-3.6,-12,2,18,nt,-2.6,2,COc1cccc(/C=N\NC(C)=O)c1OC/C=C/c1ccccc1
-13,-24,3.7,-6,7,nt,-2,-3.2,-9,COCC(C)NC(=O)c1cc2c(ccc3ccccc32)oc1=O (stereo not drawn)
-22,4,-1.7,-5,7,27,5,-5.3,1,COc1ccc(C(=O)NCCCOc2cccnc2)cc1OC1CCN(C(C)=O)CC1
-20,13,-0.7,-3,4,-8,2,-1.1,-6,CCOC(=O)Oc1ccc(C(=O)OCCCN(C)C)cc1OC
2,-5,-3.3,-14,1,2,4,-1.9,1,CC(=O)c1ccc(OCC(=O)NCC(c2ccco2)N2CCCCC2)cc1 (stereo not drawn)
0,37,-2.8,15,0,22,1,-0.6,4,Cc1ccc(Cn2nnc3c(=O)n(Cc4cccc(C)c4)cnc32)cc1
-8,1,-4.2,-9,2,15,-3,-2.1,2,Cc1ccc(C)c(NC(NC(=O)c2cccnc2)C(Cl)(Cl)Cl)c1 (stereo not drawn)
-5,23,-0.1,3,-4,4,8,-0.8,0,O=C(Nc1ccnc(-c2cccnc2)n1)c1ccccc1Cl
12,-2,-4.7,3,3,3,-3,-2.8,-1,CCOc1ccccc1NS(=O)(=O)c1cccc2nsnc12
5,16,-0.9,-19,1,44,-5,-3.1,-2,CCc1ccc(C(=O)NNC(=O)CCN2CCN(Cc3ccccc3)CC2)cc1
-8,17,0.5,2,2,-7,-1,1.5,-3,O=C(Nc1ccccc1)N1CCC(C(=O)N2CCN(S(=O)(=O)c3cccc(F)c3)CC2)CC1
-10,6,-4.6,2,4,-2,-7,-3.7,-13,O=C1CCCC2=C1C(c1ccncc1)Nc1ccccc1N2 (stereo not drawn)
-10,26,-1.2,-7,3,33,-3,-1.8,0,COc1ccc(-c2cc(C(=O)N3CCN(Cc4ccc5c(c4)OCO5)CC3)on2)cc1OC
-23,-7,-0.6,-11,-1,40,0,-0.7,-2,Cn1c(O)c(N=NC(=O)CNC(=O)c2ccccc2)c2ccccc21
-8,16,-2.7,-10,5,36,nt,-2.5,-12,CCCCC(=O)Nc1c(-c2cccc(OC)c2)c(=O)c2ccccc2n1C

Single entries from the entries so far.
CSCC(=O)N1CCCC(CO)(CCCc2ccccc2)C1 (stereo not drawn) @ VIM-2 inh: -2.3
O=C(CSc1nnc(-c2ccc(Cl)cc2)n1-c1ccccc1)N/N=C/c1ccccc1C(=O)O @ VIM-2 inh: -3.2

Part of the list above, in CSV form:
mol,pCIP destab,NALP1 yeast inh,VIM-2 inh,GPR7 antag,IDE cell activ,PHOSPHO1 block,IDE cell inh,IMP-1 inh,M18AAP inhibitor
COc1ccc(/C=N/NC(=O)c2ccc3c(c2)OCCO3)c(OC)c1,-1,11,0.2,-1,-9,21,2,0.4,-9
O=C(c1cccnc1Cl)N1CCOCC1,7,-4,-2.5,-23,4,-14,5,-0.6,-2

Bioassay records: PubChem BioAssay, several laboratories
